# NCOA3 inh: SRC3 coactivator transcriptional activity inhibitors, primary screen, cell-based, luminescence | Nuclear receptor coactivator 3 (Homo sapiens), Q9Y6Q9 | HEK293 GAL4-SRC3 luciferase reporter | inhibition, % at 3.6 µM | 360,000 tested, 0.17% active | AID 588352, 2011;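 active means inhibition above a per-campaign cutoff, the mean of all compounds plus 3 SD, cut at about 60% in these data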;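 further: 0% = DMSO-treated cells and 100% = gossypol-treated cells at 36 µM; higher means less SRC3-driven luciferase light from the GAL4 reporter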
# TLR9-MyD88 inh: inhibitors of TLR9-MyD88 association in cells, primary screen, cell-based, CHO, BLA complementation, fluorescence. Toll-like receptor 9 (Homo sapiens) + Myeloid differentiation primary response protein …. CCF4 FRET ratio. inhibition, % at 4.98 µM. 340,000 tested, 0.21% active;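 active means inhibition above the mean over all tested compounds plus 3 SD, cut at about 21% in these data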;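 further: 0% = DMSO only wells and 100% = clavulanate BLA inhibitor control wells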
# ABHD5-PLIN5 inh: ABHD5-PLIN5 interaction inhibitors, primary screen, cell lysate, split luciferase complementation, luminescence. Split G. princeps luciferase complementation, 4 h. inhibition, % at 4 µM. 360,000 tested, 0.78% active. AID 602281, 2012;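 active means inhibition above the mean inhibition across every tested compound plus 3 SD, cut at about 22% in these data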;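 further: 0% = DMSO only wells and the 100% control is not disclosed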
# TWEAK Fn14 block: inhibitors of TWEAK-Fn14 signaling, primary screen, luciferase reporter cells, uHTS. 360,000 tested, 2% active. inhibition, % at 10 µM. TWEAK-stimulated Fn14 reporter cells, luciferase luminescence, 8 h; in the data active means inhibition above about 50%
# NOD2-RIPK2 inh: NOD2-RIPK2 binding disruptors in cells, primary screen, fluorescence, CHO cells, BLA complementation; inhibition, % at 4.98 µM; Receptor-interacting serine/threonine-protein kinase 2 (Homo sapiens), O43353; CCF4 ratio; 360,000 tested, 0.38% active; in the data active means inhibition above about 21%;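 further: 0% = vehicle only and 100% = reference blocker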
# COUP-TFII inh: NR2F2 transcriptional activity inhibitors, primary screen, cell-based, luciferase reporter, HEK293T, luminescence. COUP transcription factor 2 (Homo sapiens), P24468. HEK293T NGFI-A luciferase reporter. inhibition, % at 8.6 µM. 370,000 tested, 0.7% active. AID 686940, 2013;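 active means inhibition above a per-plate cutoff, mean inhibition of test wells between control levels plus 3 SD, cut at about 38% in these data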;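 further: cells cotransfected with COUP-TFII expression vector driving the NGFI-A reporter; 0% = median of COUP-TF2 test wells and 100% = reporter-only cells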
# Target sequence (P24468 whole entry, looked up): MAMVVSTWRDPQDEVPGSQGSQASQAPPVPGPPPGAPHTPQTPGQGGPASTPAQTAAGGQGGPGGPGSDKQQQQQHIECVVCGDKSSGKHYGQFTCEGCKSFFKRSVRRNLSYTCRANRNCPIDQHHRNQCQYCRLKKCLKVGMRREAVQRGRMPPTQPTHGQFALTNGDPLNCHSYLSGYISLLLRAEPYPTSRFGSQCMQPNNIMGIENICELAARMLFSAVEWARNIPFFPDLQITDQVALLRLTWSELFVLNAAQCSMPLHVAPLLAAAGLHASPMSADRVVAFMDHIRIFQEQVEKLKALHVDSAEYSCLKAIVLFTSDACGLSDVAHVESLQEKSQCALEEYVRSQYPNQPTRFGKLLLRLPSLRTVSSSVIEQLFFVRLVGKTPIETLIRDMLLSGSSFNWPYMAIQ
# NR5A2 inv ag: LRH-1 (NR5A2) inverse agonists, primary screen, cell-based, luminescence, HEK293T, StAR-luciferase reporter. Nuclear receptor subfamily 5 group A member 2 (Homo sapiens), O00482. LRH-1 transfected, 24 h. inhibition, % at 3.6 µM. 360,000 tested, 0.13% active. AID 602396, 2012;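 active means inhibition above the mean inhibition of all tested compounds plus 3 SD, cut at about 73% in these data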;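 further: 0% = DMSO wells and 100% = reporter-only cells lacking LRH-1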
# Target sequence (O00482 whole entry, looked up): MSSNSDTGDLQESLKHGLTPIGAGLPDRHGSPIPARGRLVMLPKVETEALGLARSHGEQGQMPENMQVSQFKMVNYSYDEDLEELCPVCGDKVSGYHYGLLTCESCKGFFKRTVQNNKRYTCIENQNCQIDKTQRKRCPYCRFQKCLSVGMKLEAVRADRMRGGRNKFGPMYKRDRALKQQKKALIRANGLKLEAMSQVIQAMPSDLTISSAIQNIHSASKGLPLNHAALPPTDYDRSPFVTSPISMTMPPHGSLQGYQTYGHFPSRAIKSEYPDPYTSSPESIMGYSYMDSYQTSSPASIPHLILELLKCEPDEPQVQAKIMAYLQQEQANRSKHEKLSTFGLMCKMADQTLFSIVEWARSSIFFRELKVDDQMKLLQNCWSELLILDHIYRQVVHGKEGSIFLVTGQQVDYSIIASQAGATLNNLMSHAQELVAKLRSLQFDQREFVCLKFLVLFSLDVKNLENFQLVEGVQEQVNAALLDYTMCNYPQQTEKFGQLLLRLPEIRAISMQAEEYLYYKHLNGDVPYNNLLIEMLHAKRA
# SRC1 inh: SRC1 coactivator transcriptional activity inhibitors, primary screen, cell-based, luminescence. Nuclear receptor coactivator 1 (Homo sapiens), Q15788. HEK293 GAL4-SRC1 luciferase reporter. inhibition, % at 3.6 µM. 360,000 tested, 0.12% active. AID 588354, 2011;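 active means inhibition above the campaign mean plus 3 SD, with each screening campaign given its own cutoff, cut at about 60% in these data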;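 further: 0% = DMSO treated cells and 100% = gossypol at 36 µM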
# TROY signal inh: inhibitors of TROY-driven NF-kB signaling, primary screen, Q293 LMP1-TROYcd cells, NF-kB luciferase, uHTS. Q293 LMP1-TROYcd NF-kB luciferase reporter, 4 h. inhibition, % at 10 µM. AID 1347056, 2019. 360,000 tested, 0.98% active;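 active means compounds whose plate-normalised and pattern-corrected inhibition of the luciferase reporter signal at the single screening dose is 50% or more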
# NCOA2 inhibitor: inhibition of GAL4-SRC2 driven luciferase reporter, primary screen, SRC2 inhibitor project, cell-based, luminescence; AID 651957, 2012; HEK293 GAL4-SRC2 luciferase reporter; Nuclear receptor coactivator 2 (Homo sapiens), Q15596; inhibition, % at 9 µM; 370,000 tested, 0.17% active;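 active means inhibition above the mean inhibition of all tested compounds plus 3 SD, set per campaign, cut at about 52% in these data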;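 further: 0% = DMSO treated cells and 100% = cells given Gossypol at 36 µM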
# Granule exo inh: LAMP-1 surface exposure blockers, TALL-104 cells – cell-based, flow cytometry, MLPCN library, primary screen. TALL-104 LAMP-1 surface exposure; cells stimulated with thapsigargin and PMA. inhibition, % at 10 µM. 360,000 tested, 0.66% active. AID 651702, 2012;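 active means inhibition above about 55%, limit read from the data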
# * marks the source's active call; other numbers are inactive results; . = not tested or not shown. Only part of the results is shown (hit frequency here may not be typical).
SMILES,NCOA3 inh,TLR9-MyD88 inh,ABHD5-PLIN5 inh,TWEAK Fn14 block,NOD2-RIPK2 inh,COUP-TFII inh,NR5A2 inv ag,SRC1 inh,TROY signal inh,NCOA2 inhibitor,Granule exo inh
O=C1C=Cc2cccc3ccc(O)c1c23,-2,-15,-3,12,-3,34,-10,19,18,6,5
CC(=O)OCc1cc2cccc(C)c2[nH]c1=O,2,3,-3,-2,-5,-12,-2,-3,-5,-13,-1
O=C(/C=C/c1ccc([N+](=O)[O-])cc1)NCCN1C(=O)S/C(=C\c2ccc(F)cc2)C1=O,-14,4,-4,-51,-13,13,15,-8,-14,12,2
COc1ccc(C(NC(=O)C2C3C=CC(C3)C2C(=O)O)c2ccccc2)cc1 (stereo not given),5,-6,0,5,1,-4,13,3,-6,5,0
COc1ccc(-c2cc(-c3nnc(-c4ccncc4)o3)c3ccccc3n2)cc1,7,5,0,-5,0,-15,11,1,-9,1,6
C#CCCCCCCC#CCN(C)C,16,-3,8,25,4,-3,2,3,-5,9,24
O=S1(=O)CC(NCc2ccccc2)C(Nc2ccc(Cl)cc2)C1 (stereo not given),7,7,1,9,-1,-6,12,-26,57*,8,-4
Cc1ccc(NS(=O)(=O)c2ccc(C(=O)N3CCOCC3)cc2)cc1,5,0,-7,8,8,0,-1,-14,2,18,-20
O=C(Cn1nnc(-c2ccc(Cl)cc2)n1)NCc1ccco1,5,-1,7,-3,2,11,7,-6,-20,-22,1
CCN(CC)S(=O)(=O)c1ccc(NC2c3ncccc3C(=O)N2Cc2ccccc2)cc1 (stereo not given),-7,4,-3,-11,5,14,5,-22,7,-2,-3
O=C(CC1C(=O)NCCN1Cc1ccc(-c2ccccc2)cc1)NCC1CC1 (stereo not given),7,-1,6,4,5,-4,18,-8,-10,-10,-9
COc1ccc(C(=O)NCC(=O)OCC(=O)c2c(C)[nH]c3ccccc23)cc1OC,14,-20,7,2,-6,15,18,12,-2,3,4
CC(C(=O)N1CCCCC1)N1CCN(S(=O)(=O)c2ccc(Cl)cc2)CC1 (stereo not given),10,2,-6,10,-4,4,-4,5,9,2,13
N=C1/C(=C\c2ccc(OC(=O)c3ccccc3)cc2)C(=O)N=C2SC(N3CCOCC3)=NN12,-3,4,3,-36,-10,0,-12,-29,-30,19,2
COc1ccc(C(=O)N2CCN(c3cccc(Cl)c3)CC2)cc1S(=O)(=O)NC1CC1,-34,7,-12,-17,-11,-9,-36,-127,-32,-16,3
CCOC(=O)Nc1ccc2c(c1)N(C(=O)OC)c1ccccc1CC2,-8,-9,-5,19,8,-8,0,-47,5,-21,1
COc1ccc(C(C)NC(=O)c2cccc([N+](=O)[O-])c2)cc1OC (stereo not given),11,5,-3,-13,-4,4,14,7,-3,-6,-4
O=c1oc2ccccc2n1CSc1nc2ccccc2s1,-99,5,-4,-2,-5,-51,-101,-81,-29,-75,-2
Cn1c2ccccc2c2ncn(Cc3ccc(F)cc3)c(=O)c21,18,0,-4,2,-7,22,20,9,-3,-1,-5
CCNc1nc(NCC)n2c(SCC(=O)Nc3ccc(F)cc3)nnc2n1,-15,5,-8,2,-2,6,9,-25,-1,-20,-2
COc1ccc(S(=O)(=O)NC(=O)C2(C)CCN2C(=O)c2c(C)noc2C)cc1 (stereo not given),-16,.,3,-10,-12,-12,14,-25,4,1,-7
CC(OC(=O)[C@H](C)N=C1NS(=O)(=O)c2ccccc21)C(=O)Nc1ccc(F)c(F)c1F (stereo not given in full),6,-4,-2,-7,5,10,-17,17,20,-5,27
CC1(C)Cc2c(cnn2-c2ccc(F)cc2)C(NC(=O)C(C)(C)O)C1 (stereo not given),-4,8,6,-34,-2,23,-21,-22,3,0,2
O=C(NCCOc1ccccc1Cl)c1cc(F)c(F)cc1Cl,-78,-3,1,-17,5,.,-123,-142,-71,.,0
O=S(=O)(NCc1nnc2ccccn12)c1ccc(F)cc1,15,6,8,-2,-8,6,1,-13,5,-9,-8

# Taken from the results shown, 13 compounds:
SMILES,NCOA3 inh,TLR9-MyD88 inh,ABHD5-PLIN5 inh,TWEAK Fn14 block,NOD2-RIPK2 inh,COUP-TFII inh,NR5A2 inv ag,SRC1 inh,TROY signal inh,NCOA2 inhibitor,Granule exo inh
O=C1C=Cc2cccc3ccc(O)c1c23,-2,-15,-3,12,-3,34,-10,19,18,6,5
CC(=O)OCc1cc2cccc(C)c2[nH]c1=O,2,3,-3,-2,-5,-12,-2,-3,-5,-13,-1
O=C(/C=C/c1ccc([N+](=O)[O-])cc1)NCCN1C(=O)S/C(=C\c2ccc(F)cc2)C1=O,-14,4,-4,-51,-13,13,15,-8,-14,12,2
COc1ccc(C(NC(=O)C2C3C=CC(C3)C2C(=O)O)c2ccccc2)cc1 (stereo not given),5,-6,0,5,1,-4,13,3,-6,5,0
COc1ccc(-c2cc(-c3nnc(-c4ccncc4)o3)c3ccccc3n2)cc1,7,5,0,-5,0,-15,11,1,-9,1,6
C#CCCCCCCC#CCN(C)C,16,-3,8,25,4,-3,2,3,-5,9,24
O=S1(=O)CC(NCc2ccccc2)C(Nc2ccc(Cl)cc2)C1 (stereo not given),7,7,1,9,-1,-6,12,-26,57*,8,-4
Cc1ccc(NS(=O)(=O)c2ccc(C(=O)N3CCOCC3)cc2)cc1,5,0,-7,8,8,0,-1,-14,2,18,-20
O=C(Cn1nnc(-c2ccc(Cl)cc2)n1)NCc1ccco1,5,-1,7,-3,2,11,7,-6,-20,-22,1
CCN(CC)S(=O)(=O)c1ccc(NC2c3ncccc3C(=O)N2Cc2ccccc2)cc1 (stereo not given),-7,4,-3,-11,5,14,5,-22,7,-2,-3
O=C(CC1C(=O)NCCN1Cc1ccc(-c2ccccc2)cc1)NCC1CC1 (stereo not given),7,-1,6,4,5,-4,18,-8,-10,-10,-9
COc1ccc(C(=O)NCC(=O)OCC(=O)c2c(C)[nH]c3ccccc23)cc1OC,14,-20,7,2,-6,15,18,12,-2,3,4
CC(C(=O)N1CCCCC1)N1CCN(S(=O)(=O)c2ccc(Cl)cc2)CC1 (stereo not given),10,2,-6,10,-4,4,-4,5,9,2,13

# Continuation:
SMILES,NCOA3 inh,TLR9-MyD88 inh,ABHD5-PLIN5 inh,TWEAK Fn14 block,NOD2-RIPK2 inh,COUP-TFII inh,NR5A2 inv ag,SRC1 inh,TROY signal inh,NCOA2 inhibitor,Granule exo inh
CCN(CC)C1CCN(c2nc3nonc3nc2NCCOC)C1 (stereo not given),16,4,4,22,-1,5,20,-47,-18,15,1
CCn1ncc(/C=C/C(=O)Nc2c(C)nn(CC)c2C)c1C,8,-2,-1,0,1,16,-13,-12,-10,-3,-2
COC(=O)c1cccnc1NC(=S)NNC(=O)c1ccncc1,-11,-11,1,-18,-4,-1,-24,0,-10,-7,0
CC(c1ccccc1)C1CC(=O)N(Cc2ccco2)C1=O (stereo not given),12,-3,15,-17,0,15,7,0,-2,-35,0
O=C(NC(Nc1ncc(S(=O)(=O)c2ccc([N+](=O)[O-])cc2)s1)(C(F)(F)F)C(F)(F)F)c1ccc(Cl)cc1,14,7,1,47,14,25,-8,14,53*,11,7
O=C(CCN1C(=O)C2C3C=CC(C3)C2C1=O)Nc1ccc2c(c1)OCO2 (stereo not given),2,-7,-4,-20,-4,7,-20,-9,7,-22,-2
Cc1cccc(-c2nc(C#N)c(NCC3CCCO3)o2)c1 (stereo not given),-49,-6,3,-32,-1,-1,-45,-38,-51,-40,-7
COCC(C)n1c(C)cc(C(=O)COC(=O)c2c(NC(C)=O)sc(C)c2C)c1C (stereo not given),12,7,1,15,-8,11,15,5,65*,-26,1
CC(=O)c1ccc(-c2cnc3c(NC=O)cc(-c4cccc(NS(C)(=O)=O)c4)cn23)cc1,-3,.,8,-9,-15,-36,31,4,23,-26,2
O=C(COC(=O)c1ccc([N+](=O)[O-])o1)Nc1ccc(F)cc1,15,-2,5,5,-9,5,14,4,-5,22,-1
Cc1cccn2c(=O)c3cc(C(=O)NCc4ccc(F)cc4)c(=N)n(CC4CCCO4)c3nc12 (stereo not given),-6,-16,-1,-32,-11,2,-3,-2,-19,-6,5
CCOc1ccc(-n2c(C)cc(/C=N/NC(=O)C(N)=O)c2C)cc1,4,-4,4,17,-17,-24,-8,-28,6,-2,-2
C/C(=N\NC(=O)c1cc(-c2ccncc2)nc2ccccc12)c1ccc(N2CCOCC2)cc1,-2,7,0,-3,24*,-31,27,-17,6,0,18
Cn1c(N)c(C(=O)CSc2ncn[nH]2)c(=O)n(C)c1=O,7,4,3,-9,7,1,-3,-3,8,-43,-2
Cc1ccccc1C(=O)N[C@H](C(=O)OCC(=O)NC1CC1)C(C)C,17,-16,-8,-4,-3,-2,0,3,2,12,-12
CCCCC(=O)N(C)c1c(C)nc2ccc(C(=O)NCc3ccccc3OC)cn12,-27,.,-11,-5,2,-16,2,-7,1,-16,-9
CC(c1ccccc1)N1CCn2c(nc3cc(NC(=O)c4cccs4)ccc32)C1 (stereo not given),-7,2,8,-28,5,-20,-26,-6,-50,-23,3
Cc1cccc(C)c1NC(=O)C(c1ccccc1OC(F)(F)F)N1CCN(C/C=C/c2ccccc2)CC1 (stereo not given),0,.,1,5,-6,7,19,2,5,-12,-4
Cn1cc(C(=O)c2ccc(Cl)cc2Cl)cc1C(=O)N/N=C(\N)COc1ccc(Cl)cc1Cl,-2,-1,7,57*,-6,-4,12,10,19,12,-1
O=C(c1ccc(NS(=O)(=O)c2ccccc2)cc1)N1CCN(Cc2ccc3c(c2)OCO3)CC1,17,-10,6,1,6,3,22,-9,16,-2,-2
COc1cc(OC)c2c(-c3ccccc3)cc(=O)oc2c1C(CC(=O)N1CCN(c2ccccc2)CC1)c1ccc(N(C)C)cc1 (stereo not given),6,2,-10,10,8,2,7,3,-7,6,-7
Cc1nnc(-c2ccc(Oc3ccc(Cl)cc3)c([N+](=O)[O-])c2)o1,-1,7,-8,-1,-2,8,4,6,17,10,-3

# From PubChem
